Arr AP2 block – blocks beta-arrestin peptide binding to AP2 adaptin; 0.31% of 340,000 active; FITC-arrestin peptide / GST-AP2 beads, flow cytometry; AP2 beta2 appendage carries R879A mutation; inhibition, % at 10 µM;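 active means inhibition above a set limit, near 3 SD of compounds lacking own fluorescence, cut at about 54% in these data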;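 further: plate controls were DMSO wells for no effect and 5 µM unlabelled arrestin peptide for full effect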
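System: GST-AP2 R879A glutathione beads | Also added: FITC-arrestin peptide, 50 nM | Times: 12 min plus 1 h, RT | Signal: Bead flow cytometry, FITC channel | Buffer or medium: PBS with 0.05% Tween 20 and 0.1% BSA | Read-out basis: Percent drop in bead-associated FITC signal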
Tat export inh – E. coli Tat transport inhibition | E. coli MC4100 TorA-mCherry Tat export, fluorescence | inhibition, % at 10 µM | 0.036% of 340,000 active;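 active means mean replicate inhibition at least 50% and at least half of replicates individually reaching 50%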;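 further: exported cargo escapes ClpAP degradation while cytoplasmic cargo is degraded and loses fluorescence; 0% = median of neutral control wells and 100% = median of NaSCN control wells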
OPRM1-OPRD1 ag – agonists of human mu-delta opioid receptor heterodimerization; cells, OPRM1-OPRD1 heterodimerization, luminescence; activation, % at 9.3 µM; 0.3% of 340,000 active; AID 504326; in the data active means activation above about 18%;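 further: 0% = vehicle-treated cells and 100% = reference agonist; values of inactives mirror those of a sister screen read the other way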
Target sequence (P35372 whole entry, looked up): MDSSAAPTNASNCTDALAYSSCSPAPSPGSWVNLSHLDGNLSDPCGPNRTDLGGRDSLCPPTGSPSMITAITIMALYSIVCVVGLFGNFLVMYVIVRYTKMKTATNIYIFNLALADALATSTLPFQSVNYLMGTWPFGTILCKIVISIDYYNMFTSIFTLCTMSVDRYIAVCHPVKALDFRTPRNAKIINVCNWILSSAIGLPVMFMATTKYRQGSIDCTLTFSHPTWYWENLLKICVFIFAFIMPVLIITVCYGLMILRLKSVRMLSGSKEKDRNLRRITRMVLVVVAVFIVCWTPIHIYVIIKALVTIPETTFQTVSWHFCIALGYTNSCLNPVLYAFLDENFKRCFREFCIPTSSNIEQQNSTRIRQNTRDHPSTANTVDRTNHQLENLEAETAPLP
Target sequence (P41143 whole entry, looked up): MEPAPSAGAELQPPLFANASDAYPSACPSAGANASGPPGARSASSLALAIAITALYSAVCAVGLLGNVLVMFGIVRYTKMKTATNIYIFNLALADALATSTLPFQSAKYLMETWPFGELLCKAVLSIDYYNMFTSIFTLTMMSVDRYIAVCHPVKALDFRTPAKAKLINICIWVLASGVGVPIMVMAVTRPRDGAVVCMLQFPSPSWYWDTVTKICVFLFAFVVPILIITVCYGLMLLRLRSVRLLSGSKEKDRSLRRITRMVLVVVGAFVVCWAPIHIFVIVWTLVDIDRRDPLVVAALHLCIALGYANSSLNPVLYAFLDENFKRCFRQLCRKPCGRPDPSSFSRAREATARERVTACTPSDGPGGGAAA
Ecoli viability – bacterial growth inhibition, counter-screen for AddAB inhibitors; inhibition, % at 11.9 µM; E. coli V3065 growth, OD600 absorbance, 18 h; 0.27% of 330,000 active;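 active means inhibition above the campaign's mean inhibition across all tested compounds plus 3 SD, cut at about 9.9% in these data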;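 further: uninfected addAB+ strain grown without phage in ampicillin broth; 0% = DMSO wells and 100% = ciprofloxacin 0.95 µg/ml wells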
PKA-R1A activ – activators of PKA-R1A complex | PKA-R1A dissociation, Cy5-IP20 fluorescence polarization; scaled: DMSO 0%, 113 µM cGMP 100% | AID 504707 | activation, % at 11.4 µM | 0.083% of 340,000 active;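 active means percent activation above the mean of all tested compounds plus 3 SD, cut at about 19% in these data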;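 further: higher means more PKAc released from R1A so a rise in polarization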
phage Ecoli inh – E. coli growth loss with phage present | growth absorbance | AID 651602 | 0.26% of 360,000 active | inhibition, % at 11.9 µM; in the data active means inhibition above about 11%
Pemphigus Ab inh – blocks pemphigus antibody binding to human desmoglein-3; binding (percent of control), % at 10 µM; AID 588358; P32926; DSG3-coupled beads, scFv-anti-DSG3-GFP binding, flow cytometry; hits give low values; 0.48% of 310,000 active;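 active means binding more than 3 SD below its plate's average and above zero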;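 further: hits lower antibody fragment binding to DSG3; some compounds called inactive have numbers as strong as hits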
AddAB inh – less growth of phage-infected E. coli with AddAB; E. coli expressing H. pylori AddAB, absorbance growth; inhibition, % at 11.9 µM; 0.29% of 330,000 active; in the data active means inhibition above about 12%;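 further: 0% = vehicle wells of infected cells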
MOR-DOR inv ag – inverse agonists of human mu-delta opioid receptor heterodimerization; P35372+P41143; AID 504357; cell-based MOR-DOR heterodimer luminescence, inverse agonism; inhibition, % at 9.3 µM; 0.21% of 340,000 active; in the data active means inhibition above about 22%, passing the limit was not always enough;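 further: 0% = cells with DMSO and 100% = wells without cells with DMSO; values of inactives mirror those of a sister screen read the other way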
Mot1-301 SUMO – inhibitors of SUMOylation pathway: yeast Mot1-301 growth rescue | S. cerevisiae Mot1-301 growth rescue, ATP luminescence, 38.5C; percent above DMSO median, 100 means doubled | growth rescue, % at 18.8 µM | 1% of 320,000 active | AID 2716;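 active means every valid replicate shows activation above 250% relative to neutral control wells; inactive means the rest, any valid replicate at or below 250%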;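 further: OY570 slx delta 5 strain wells were the positive control but not used for scaling; some compounds called inactive have numbers as strong as hits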
PfHsp90 set2 – reduces growth (ATP signal) of yeast expressing P. falciparum Hsp90. 0.32% of 310,000 active. inhibition, % at 9.4 µM. S. cerevisiae expressing PfHsp90, BacTiter-Glo ATP, 48 h; yeast lacking PDR1 and PDR3 efflux regulators;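 active means every replicate shows inhibition above about 80%, whatever the replicate mean, limit read from the data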;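 further: 0% = DMSO neutral controls and 100% = 20 µM radicicol positive controls; yeast relying on Plasmodium falciparum Hsp90 in place of its own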
* = called active by the depositor; nt = no result given.

item	compound	Arr AP2 block	Tat export inh	OPRM1-OPRD1 ag	Ecoli viability	PKA-R1A activ	phage Ecoli inh	Pemphigus Ab inh	AddAB inh	MOR-DOR inv ag	Mot1-301 SUMO	PfHsp90 set2
1	Cc1ccc(/C(=N/Nc2nc3ccccc3s2)C2=C(O)c3ccccc3C2=O)cc1	-3.7	-3.4	0.1	1.3	1.5	5.9	95.4	3.7	-0.8	nt	-42.3
2	CN(C)CCNC(=O)C12CC3(C)CC(C)(CC(C)(C3)C1)C2	2.5	1.1	-1.7	-2.8	-0.5	1.8	104.0	0.0	9.5	9.9	3.7
3	CCOC(=O)C1=NN(c2ccc(Cl)cc2)/C(=C/C2=NCCc3cc(OC)c(OC)cc32)S1	-4.5	-6.2	-3.4	0.4	-5.6	3.5	nt	-0.4	16.5	25.2	11.4
4	CCOC(=O)C1CCN(S(=O)(=O)c2cccc(-c3cn4cccc(C)c4n3)c2)CC1	13.0	7.6	1.3	-2.8	-12.5	2.0	78.7	1.4	-7.2	-13.4	-7.3
5	CCOC(=O)c1cnc(-c2ccccc2)nc1Oc1ccc(Cl)c(Cl)c1	-3.8	8.0	0.2	-3.3	-2.3	2.2	102.9	5.6	-1.1	2.1	4.6
6	CC(=O)Nc1ccc2nc(NC(=O)c3ccco3)sc2c1	-0.7	-0.1	-1.7	-0.6	-12.1	-0.5	106.5	0.6	8.9	0.3	17.5
7	CCN(CC)S(=O)(=O)c1ccc2oc(SCC(=O)NCc3ccccc3)nc2c1	-1.3	-10.5	-3.6	1.0	-1.4	2.1	nt	2.3	18.4	-4.6	-3.6
8	CC(=O)Nc1cc2c(cc1Cl)-c1ccccc1C2O (centres undefined)	37.6	-7.0	-0.1	nt	-1.6	1.9	98.0	nt	0.5	nt	-4.4
9	O=C(O)c1ccc(Nc2ccc3nonc3c2[N+](=O)[O-])cc1	-9.4	-1.1	0.3	-1.3	-7.9	0.6	98.0	-0.2	-1.5	-6.6	5.0
10	CN1/C(=C\C(=O)c2cccc([N+](=O)[O-])c2)Sc2ccccc21	-6.7	-9.4	-1.7	-2.3	-1.6	-0.8	102.8	2.0	9.1	4.6	16.2
11	CCOC(=O)c1c(C)[nH]c(C(=O)OCC(=O)N(CC(C)C)C2CCS(=O)(=O)C2)c1C (centres undefined)	28.4	-0.9	0.0	-1.6	-4.9	1.2	102.1	1.2	0.1	-13.5	nt
12	COc1ccc(Nc2nc3ccccc3c(=O)[nH]2)cc1	-6.1	-1.5	-2.7	-2.3	7.6	1.9	94.4	-1.6	13.3	-10.9	10.2
13	Cc1ccccc1NS(=O)(=O)c1cc(C(=O)Nc2ccccc2-c2ccccc2)ccc1Cl	-0.8	-1.1	1.9	0.3	3.4	-0.5	116.5	-0.1	-11.1	3.6	-11.6
14	CC(C)(C)NC(=O)COC(=O)C1c2ccccc2Oc2ccccc21	-6.9	1.5	0.9	-2.0	5.9	0.8	nt	2.3	-6.7	-1.5	27.2
15	CCOC(=O)c1cnn(-c2c(Cc3ccccc3)c(C)nc3c(-c4ccccc4)c(C)nn23)c1N	-3.5	24.0	0.9	1.4	-15.7	3.0	100.5	0.8	-5.0	nt	7.9
16	Cc1ccc(/C=C2\SC(=S)N(CC3CCCO3)C2=O)o1 (centres undefined)	1.6	-11.2	6.8	-1.9	-2.8	1.1	nt	-0.2	-33.4	7.8	3.2
17	CC1CCN(c2nc(CN3CCCCC3)nc3scc(-c4ccccc4)c23)CC1	-2.5	0.6	3.7	-4.8	3.5	1.0	129.0	0.5	-20.1	-11.4	7.5
18	CCNC(=O)COC(=O)c1ccc(-n2nc(C)cc2C)cc1	-12.7	-7.6	-1.2	-2.1	-15.7	2.2	102.2	-0.7	6.5	-2.3	3.6
19	OCCNC(=S)NCCc1ccccc1	8.2	-2.3	-1.2	-1.7	-1.6	3.8	104.6	-0.2	6.1	-5.8	-27.9
20	O=C(CN1CCOCC1)NN1CC(=O)N(c2ccc(Cl)cc2)CC1=O	39.2	1.7	-1.1	0.9	-5.4	1.5	98.0	1.8	5.5	-2.3	7.1
21	COc1ccc(CCNC(=O)CSCc2ccc([N+](=O)[O-])cc2)cc1	1.1	1.7	-1.8	0.8	-11.7	0.6	93.0	0.5	7.9	15.5	-17.7
22	CNC(=O)c1csc(-c2ccc(Cl)cc2)n1	31.9	-2.6	-1.4	2.2	16.9	3.8	102.5	1.8	8.2	50.3	-7.9
23	O=C(CN1CCN(Cc2ccc(Cl)cc2)CC1)N/N=C/c1cccs1	-12.3	17.8	-2.1	-0.2	7.2	1.4	107.8	0.7	10.7	2.7	-15.7
24	O=C(Nc1ccc2c(c1)OCO2)C(c1ccc(Cl)cc1)N1CCN(C(=O)c2ccco2)CC1 (centres undefined)	8.1	-1.3	-1.3	-0.9	-3.7	1.9	91.7	2.4	7.4	13.3	-0.2
25	COc1ccc(CCn2c(C)cc(C(=O)CSc3nnc(N)s3)c2C)cc1	-7.7	-8.3	0.5	2.5	-2.4	nt	103.4	-0.2	-3.0	-11.4	nt
26	COc1ccc(C2C(C(=O)N3CCN(c4ccccn4)CC3)CCC(=O)N2c2cc(OC)c(OC)c(OC)c2)cc1 (centres undefined)	-19.4	10.8	0.1	0.9	2.3	2.2	88.9	3.4	-0.5	31.4	10.9
27	C=CCNCCCOc1ccc(C(C)(C)c2ccccc2)cc1	1.0	-1.2	3.5	0.2	-7.4	0.3	89.5	1.6	-17.6	-0.8	12.5
28	O=C(OCC(=O)N1CCCC1=O)c1cccc([N+](=O)[O-])c1	-7.0	-7.5	-0.9	1.9	-3.1	1.0	nt	-0.3	5.0	-15.2	-6.5
29	COc1ccc(COc2cccnc2N)cc1	-16.1	11.0	-1.2	0.4	0.8	1.9	nt	1.8	6.1	-12.2	6.5
30	CC(C)(C)c1cc2cccnc2n1Cc1ccccc1	30.8	4.7	-2.9	-0.5	-0.7	3.3	96.3	1.1	11.9	-4.5	-22.6
31	COc1ccc(NC(=O)[C@@H](NC(=O)N2C[C@H]3C[C@@H](C2)c2cccc(=O)n2C3)C(C)C)cc1OC	1.4	9.1	-1.4	3.7	1.7	1.1	104.8	1.3	6.9	-14.7	27.1
32	Cc1ccc(Nc2cc(C)c3ccc(O)cc3n2)cc1C	6.8	-0.3	10.5	2.7	-3.9	0.6	83.6	0.4	-53.6	109.3	8.8
33	Cc1ccc(N(CC(=O)NCc2ccncc2)S(C)(=O)=O)cc1Cl	1.6	-2.0	2.8	0.1	9.2	4.3	101.4	1.7	-16.3	6.0	16.1
34	CCC(=O)N1c2ccc(S(=O)(=O)N3CCN(c4ccccc4Cl)CC3)cc2CC1C (centres undefined)	-0.9	9.7	-1.0	-0.8	-17.6	1.9	100.3	0.1	5.2	1.4	2.3
35	CSc1ccc(C(=O)C2CCCN(C(=O)CCn3cncn3)C2)cc1 (centres undefined)	-1.8	9.6	-3.3	-0.4	-10.6	0.7	107.9	2.6	18.4	9.6	-6.1
36	Cc1cccc(NC(=O)C(C)n2cc([N+](=O)[O-])cn2)n1 (centres undefined)	-5.0	1.1	-0.2	0.4	-7.5	1.5	105.5	-0.2	1.1	1.3	11.7
37	CCCCc1ccc(S(=O)(=O)NC2CCS(=O)(=O)C2)cc1 (centres undefined)	0.0	5.0	-0.6	0.2	5.5	3.6	nt	0.8	3.0	-20.7	-36.3
38	CC(=O)c1cccc(OCC(O)CNCCOc2ccc(C)cc2)c1 (centres undefined)	-1.3	-5.1	2.8	-0.9	-15.8	0.6	119.0	2.2	-22.7	7.4	-3.8
39	Cc1cc(CNC(=O)C2CCC(=O)N(Cc3cccc(C(F)(F)F)c3)C2)no1 (centres undefined)	-4.9	-4.5	-1.6	1.3	-1.5	0.2	97.3	1.3	8.5	-18.8	-14.6
40	CCOC(=O)C1CCN(C(=O)c2ccc3c(c2)NC(=O)/C(=C\c2ccc(C)cc2)S3)CC1	43.9	19.6	2.1	-2.5	-19.3	3.0	96.1	1.2	-11.0	-1.8	-1.5
41	Cc1ccc(N2CCN(C(=S)Nc3ccccc3)CC2)cc1	-1.3	-19.1	-0.7	2.5	-9.0	4.1	104.4	0.9	3.5	nt	-8.9
42	CCN(CC)CCC(c1cc(OC)c(OC)c(OC)c1)c1c(OC)cc(OC)c2c(C)cc(=O)oc12 (centres undefined)	-6.0	-13.4	-2.2	-0.2	5.2	3.2	104.1	4.3	12.0	-10.6	nt
43	O=C(CSc1nnc(-c2ccccn2)n1Cc1ccccc1)N1CCOCC1	34.6	5.7	-2.1	-1.8	-5.9	3.0	95.6	1.5	10.8	-5.9	-6.8
44	C=CCn1c(C)cc(-c2csc(NC(=O)CCc3nc4ccccc4c(=O)[nH]3)n2)c1C	-7.9	-5.8	-0.7	-2.3	9.3	1.5	95.8	-1.1	4.5	14.9	-12.7
45	O=C(CSc1nccn1-c1ccccc1)NCc1ccc2c(c1)OCO2	0.8	-8.0	-2.0	0.4	-4.3	2.0	108.8	2.5	9.3	11.5	-10.2
46	CCOC(=O)C1CCCN(C(=O)c2cccc(S(=O)(=O)N(C)c3ccc(C)cc3)c2)C1 (centres undefined)	5.0	-0.3	-3.4	-0.9	-16.4	2.5	103.5	1.7	14.4	-12.0	-21.7
47	COC(/C(=N/O)c1ccc(Cl)cc1)c1ccccc1 (centres undefined)	-6.5	-3.5	8.4	0.7	-7.1	0.7	111.5	0.9	-39.1	-11.9	-27.7
48	Cc1ccc(CC(=O)c2ccc(Cl)cc2)cc1	10.1	-6.0	3.2	0.3	9.1	0.6	95.0	5.7	-15.8	45.4	5.3
